Compound activity as filed in PubChem BioAssay.
RPL19A TOR yeast = RPL19A-GFP expression modulators in yeast, primary screen, cell-based, S. cerevisiae, multiplex flow cytometry, MLPCN; percent response vs DMSO, % at 10 µM; AID 2025, 2009; S. cerevisiae RPL19A-GFP strain, 3 h; active compounds read low; actives 0.3% (n = 330,000);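 active means percent response vs DMSO below 50%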;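 further: median channel GFP fluorescence of the barcoded RPL19A-GFP strain; ratio of sample median GFP to plate DMSO average so 100% = DMSO; lower means less RPL19A-GFP as with rapamycin TOR inhibition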
AHR act = AHR activators, primary screen, cell-based, luminescence, luciferase reporter, human. actives 2.5% (n = 320,000). AHR-responsive luciferase reporter cells. Aryl hydrocarbon receptor (Homo sapiens), P35869. AID 2796, 2010. activation, % at 5 µM; in the data active means activation above about 47%;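 further: 0% = vehicle wells and 100% = reference agonist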
Target sequence (P35869 whole entry, looked up): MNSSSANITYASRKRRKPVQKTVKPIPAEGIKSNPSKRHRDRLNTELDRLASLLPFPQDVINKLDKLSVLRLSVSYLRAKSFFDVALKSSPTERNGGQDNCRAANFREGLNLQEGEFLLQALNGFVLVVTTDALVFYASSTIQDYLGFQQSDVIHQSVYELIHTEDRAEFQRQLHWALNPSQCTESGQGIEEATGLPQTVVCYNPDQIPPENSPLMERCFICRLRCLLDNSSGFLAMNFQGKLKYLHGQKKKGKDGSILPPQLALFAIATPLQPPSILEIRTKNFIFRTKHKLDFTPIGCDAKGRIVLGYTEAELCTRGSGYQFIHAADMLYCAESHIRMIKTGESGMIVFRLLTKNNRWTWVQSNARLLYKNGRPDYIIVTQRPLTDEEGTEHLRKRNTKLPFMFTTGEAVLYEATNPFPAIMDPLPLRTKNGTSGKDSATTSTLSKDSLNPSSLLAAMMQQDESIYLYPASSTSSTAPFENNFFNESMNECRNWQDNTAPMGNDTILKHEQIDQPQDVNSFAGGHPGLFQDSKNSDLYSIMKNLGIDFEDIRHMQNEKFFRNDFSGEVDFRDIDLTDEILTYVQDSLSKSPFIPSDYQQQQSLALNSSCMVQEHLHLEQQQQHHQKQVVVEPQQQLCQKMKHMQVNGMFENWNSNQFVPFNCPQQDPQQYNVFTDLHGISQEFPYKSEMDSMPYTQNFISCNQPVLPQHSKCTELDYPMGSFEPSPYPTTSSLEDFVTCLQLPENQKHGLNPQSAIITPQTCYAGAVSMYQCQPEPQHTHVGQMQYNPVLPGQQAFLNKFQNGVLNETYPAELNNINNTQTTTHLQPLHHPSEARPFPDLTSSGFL
CIT2 TOR yeast = modulators of CIT2-GFP expression in yeast, primary screen, S. cerevisiae, GFP fusion, multiplex flow cytometry, MLPCN library. S. cerevisiae CIT2-GFP strain, 3 h; 100 means same as DMSO wells. AID 2029, 2009. actives 0.065% (n = 320,000). GFP response vs DMSO, % at 10 µM;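 active means GFP response relative to DMSO above a set limit, near the screen mean plus 3 SD, cut at about 150% in these data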;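 further: ratio of well median GFP fluorescence to mean of DMSO wells on the plate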
Efflux pump mplx = inhibitors of Candida efflux pumps in yeast, primary screen, S. cerevisiae, Nile Red, multiplex. S. cerevisiae Candida pump triplex. actives 0.44% (n = 330,000). inhibition, % at 10 µM. AID 485275, 2010;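 active means plate passing quality check with inhibition over a set limit, or well fluorescence over plate mean plus 4 SD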;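 further: Nile Red retained in pooled yeast measured as flow cytometry median fluorescence; 0% = buffer negative control and 100% = Enniatin B positive control; higher means more Nile Red kept so more efflux inhibition; some compounds called inactive have numbers as strong as hits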
LAP4 TOR yeast = modulators of LAP4-GFP expression in yeast, primary screen, S. cerevisiae, multiplex flow cytometry, MLPCN library. 3 h; median GFP as percent of DMSO wells. GFP response vs DMSO, % at 10 µM. actives 0.34% (n = 320,000). AID 2023, 2009;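 active means GFP response vs DMSO above a set limit, about the screen mean plus 3 SD, cut at about 150% in these data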
Yeast superoxide = reduction of superoxide in aged yeast, primary screen, HTS. superoxide response (% of plate mean), % at 10 µM. actives 0.18% (n = 330,000). AID 2690, 2010. S. cerevisiae aged cells, superoxide DHE fluorescence; active compounds read low;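 active means superoxide response under a set limit, about three screen SD below normal, cut at about 65% in these data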;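 further: yeast aged for seven days with compound at 30 °C before DHE staining; 100% = average MFI of all compound-treated wells on the plate with controls excluded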
AGP1-GFP MLPCN = modulators of AGP1-GFP expression in yeast TOR pathway, primary screen, cell-based, multiplex flow cytometry, S. cerevisiae, MLPCN library. 3 h; GFP as percent of DMSO wells. GFP response vs DMSO, % at 10 µM. actives 0.02% (n = 320,000). AID 2066, 2009;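 active means GFP response relative to DMSO above a set limit, near screen average plus 3 SD, cut at about 150% in these data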;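 further: median GFP channel fluorescence of the gated AGP1 strain per well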
MEP2-GFP yeast = modulators of MEP2-GFP levels in yeast, primary screen, S. cerevisiae, multiplex flow cytometry, MLPCN library. actives 0.51% (n = 330,000). GFP response vs DMSO, % at 10 µM. S. cerevisiae MEP2-GFP strain, 3 h; 100% = DMSO control level;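 active means GFP response versus DMSO above a set limit, roughly screen mean plus 3 SD, cut at about 180% in these data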;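 further: median GFP fluorescence of the barcode-gated MEP2-GFP cells per well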
* marks the source's active call; other numbers are inactive results; x = no result given; [ ] = remark or other dose.

SMILES	RPL19A TOR yeast	AHR act	CIT2 TOR yeast	Efflux pump mplx	LAP4 TOR yeast	Yeast superoxide	AGP1-GFP MLPCN	MEP2-GFP yeast
O=C(CSc1ccc(-c2ccc(Br)cc2)nn1)NCC1CCCO1 (configuration not stated)	100	7	97	0.4	79	105	79	101
CN(Cc1cccc2cnccc12)C(=O)c1cc(COc2ccc(F)cc2Cl)on1	98	-5	95	0.1	103	83	102	98
O=C(COc1ccc([N+](=O)[O-])cc1)Nc1ccc(CN2CCOCC2)cc1	104	-1	100	0.1	94	93	102	104
Cc1ccc(-n2ncc3c2CC(C)(C)CC3NC(=O)c2ccncc2)cc1 (configuration not stated)	109	0	x	0.0	80	103	99	107
Cn1c(-c2ccncc2)nc2ccccc21	107	-2	105	-0.1	95	94	107	105
CCOC(=O)[C@H]1[C@H]2COc3ccc(Cl)cc3[C@@H]2N2C(=O)CN(Cc3ccco3)C(=O)[C@@]12C	90	1	94	0.4	92	109	93	87
O=C(O)c1cccc2c1C(=O)N(Cc1ccccc1)C2	102	0	86	0.0	118	96	99	96
CCN(CC(=O)Nc1c(F)cccc1F)C(=O)CCNC(=O)c1ccccc1OC	96	-4	97	0.0	99	95	102	97
O=C(Nc1nc2c(s1)CCCC2)c1ccc2ncsc2c1	94	-6	84	-0.1	108	102	89	95
CCCCNC(=O)N(C)c1nncnc1C(=O)NC	105	0	100	-0.1	117	103	104	98
CSc1nc2cc(S(=O)(=O)N3CCOCC3)ccc2s1	98	16	99	0.0	115	87	98	100
O=C(CN1C(=O)C2C3CCC(C3)C2C1=O)OCC(=O)c1ccccc1 (configuration not stated)	100[may fluoresce green]	0	103[may fluoresce green]	-3.8	100[may fluoresce green]	103	104[may fluoresce green]	100[may fluoresce green]
Cc1ccc(Cn2nnc3c(=O)[nH]c(C4CCN(C(=O)c5cccs5)CC4)nc32)cc1	108	2	107	0.2	104	122	110	119
CCC1CCCCN1Cc1ccc(OC)c(OC)c1 (configuration not stated)	95	-3	93	-0.1	97	106	94	103
CCC(=O)Nc1ccc(/C(C)=N\NC(=O)c2ccc(C)s2)cc1	100	54*	96	0.1	111	101	103	106
CCn1c(SCC(=O)Nc2ccc(N(C)C)cc2)nnc1-c1ccco1	100	8	100	0.6	98	84	105	98
O=C(COC(=O)c1cccnc1)c1ccc(Cl)cc1	103	3	103	0.2	105	111	103	99
COC(=O)Cc1c[nH]c2cccc(OCC(O)CN(Cc3ccc([N+](=O)[O-])cc3)C(C)(C)C)c12 (configuration not stated)	102	3	x	0.2	95	100	102	102
CCOC(=O)N1CCN(C(=O)C2CCN(Cc3nc(-c4ccccc4C)oc3C)CC2)CC1	103	34	97	0.2	103	93	103	111
Cc1ccc2nc3c(c(N)c2c1)CCN3C	105	31	103	0.0	89	111	101	102
CCc1ccc(N(CC(=O)N2CCCCCC2)S(C)(=O)=O)cc1	104	2	109	0.0	107	105	106	113
CCOC(=O)c1[nH]c(C)c(C(=O)NCc2ccc(Cl)cc2)c1C	91	11	89	0.1	92	98	96	94
COc1ccc(C2CC(c3cccs3)=NN2C(=O)CSC2=NN3CCCC(=O)N=C3S2)cc1 (configuration not stated)	101	17	116	-0.1	107	88	105	100
O=C(O)Cc1ccc2c(c1)N(S(=O)(=O)c1cccc(C(F)(F)F)c1)CC(C(=O)O)O2 (configuration not stated)	100	-1	93	0.0	100	126	102	104
N#C/C(C(=S)Nc1ccccc1)=C1/NN=C(N2CCOCC2)N1c1ccccc1	97	-1	90	0.0	102	102	96	97

Compound profiles, as listed above:
Results for Cc1ccc2nc3c(c(N)c2c1)CCN3C : RPL19A TOR yeast: 105; AHR act: 31; CIT2 TOR yeast: 103; Efflux pump mplx: 0.0; LAP4 TOR yeast: 89; Yeast superoxide: 111; AGP1-GFP MLPCN: 101; MEP2-GFP yeast: 102
Results for COC(=O)Cc1c[nH]c2cccc(OCC(O)CN(Cc3ccc([N+](=O)[O-])cc3)C(C)(C)C)c12 (configuration not stated) : RPL19A TOR yeast: 102; AHR act: 3; CIT2 TOR yeast: x; Efflux pump mplx: 0.2; LAP4 TOR yeast: 95; Yeast superoxide: 100; AGP1-GFP MLPCN: 102; MEP2-GFP yeast: 102
Results for CCC(=O)Nc1ccc(/C(C)=N\NC(=O)c2ccc(C)s2)cc1 : RPL19A TOR yeast: 100; AHR act: 54*; CIT2 TOR yeast: 96; Efflux pump mplx: 0.1; LAP4 TOR yeast: 111; Yeast superoxide: 101; AGP1-GFP MLPCN: 103; MEP2-GFP yeast: 106

Returning to the listing; the 4 compounds before the break are reprinted first.
SMILES	RPL19A TOR yeast	AHR act	CIT2 TOR yeast	Efflux pump mplx	LAP4 TOR yeast	Yeast superoxide	AGP1-GFP MLPCN	MEP2-GFP yeast
CCOC(=O)c1[nH]c(C)c(C(=O)NCc2ccc(Cl)cc2)c1C	91	11	89	0.1	92	98	96	94
COc1ccc(C2CC(c3cccs3)=NN2C(=O)CSC2=NN3CCCC(=O)N=C3S2)cc1 (configuration not stated)	101	17	116	-0.1	107	88	105	100
O=C(O)Cc1ccc2c(c1)N(S(=O)(=O)c1cccc(C(F)(F)F)c1)CC(C(=O)O)O2 (configuration not stated)	100	-1	93	0.0	100	126	102	104
N#C/C(C(=S)Nc1ccccc1)=C1/NN=C(N2CCOCC2)N1c1ccccc1	97	-1	90	0.0	102	102	96	97
Cc1ccccc1Cn1c(CN2CCc3ccccc3C2)nc2c1c(=O)n(C)c(=O)n2C	95	4	92	0.1	94	84	99	99
COc1ccc(-c2cc(C(=O)Nc3sc4c(c3C#N)CCCC4)c3ccccc3n2)cc1OC	100	11	103	0.1	107	106	104	99
CCCCN(CC)CCCNC(=O)c1cn(C)c(=O)c2c1c1ccccc1n2C	102	3	85	-0.1	108	115	88	103
Cc1ccc(CNC(=O)C2CCC(CNS(=O)(=O)c3cccc4cccnc34)CC2)cc1 (configuration not stated)	100	2	97	0.1	102	108	109	97
CC1=Nc2ccc3ccccc3c2C1(C)C	94	2	102	-0.2	117	86	101	106
CSCC[C@H](NC(=O)c1ccc2ccccc2c1)C(=O)N1CCC2(CC1)NCCc1[nH]cnc12	97	0	97	0.1	94	80	96	94
Cc1ccccc1OCC(=O)NCCNC(=O)c1ccccn1	103	3	112	-0.1	94	99	103	99
COc1ccc(C)cc1-n1nnnc1SCc1nc2ccccc2s1	92	34	102	0.1	92	97	99	93
COc1ccc(C(=O)NC2CCN(CC(=O)Nc3cccc(C)c3)CC2)cc1OC	98	-1	102	0.1	96	88	99	100
CC(Sc1nnc(Cc2ccccc2)o1)C(=O)NC1(C#N)CCCCC1 (configuration not stated)	105	1	101	0.0	104	106	103	102
CCCCCCCC1c2c(c(C)c(C)oc2=O)Oc2c(C)c(C)oc(=O)c21	98	-1	94	0.0	93	96	96	89
O=C(c1cc(-c2ccccc2)on1)N1CCCC1	96	-1	92	0.1	126	98	95	99
CCCc1nc(SCC(=O)NC2CCCC2)c2ccccc2n1	107	7	105	0.0	91	87	102	103
CCn1nc(C)c(CN2CCC(Oc3ccc(C(=O)N4CCCC4)cc3)CC2)c1C	98	2	101	-0.1	101	86	100	101
Cc1ccc(Oc2ccccc2NC(=O)C2=COCCO2)cc1	101	4	99	0.0	111	101	102	101
COc1cc(OC)cc(C(=O)N[C@H](C(=O)NNC(=O)c2ccc(Br)cc2)C(C)C)c1	97	4	88	0.1	105	92	93	98
O=C(CCNC(=O)c1ccc([N+](=O)[O-])cc1)Nc1ccc(N2CCOCC2)cc1N1CCOCC1	102	2	98	-0.3	100	123	104	102
CCc1ccccc1Nc1nc(N)nc(COC(=O)c2cccn2C)n1	96	8	99	-0.1	95	90	102	103
O=C(CN1C(=O)CCC1=O)Nc1nc2c(F)cc(F)cc2s1	101	9	99	0.2	105	120	99	101
Cc1cccc(N2C(=O)C(Cl)=C(Nc3c(C)n(C)n(-c4ccccc4)c3=O)C2=O)c1C	103	2	99	-0.2	109	95	101	109
CCn1nc(NC(=O)c2ccco2)c2cc3cc(C)ccc3nc21	97	53*	95	0.0	114	98	93	95
CCOc1ccc(N2CC(C(=O)Nc3ccc(S(=O)(=O)NCC4CCCO4)cc3)CC2=O)cc1 (configuration not stated)	99	2	100	0.0	86	99	97	100
Cc1cc(C)c2cccc(NC(=S)NC(=O)c3ccccc3)c2n1	99	45	100	-0.1	100	104	x	100
Cc1cc(C)n2nc3nc(N4CCCC4)nc(-c4ccccc4)c3c2n1	99	32	90	0.2	110	88	91	103
CC1=C(C(=O)OC2CCCCC2)C(c2ccccc2)NC(=O)N1 (configuration not stated)	100	-3	103	0.0	92	106	98	105

Arranged by the number under AGP1-GFP MLPCN (descending): 4 of the compounds above
SMILES	AGP1-GFP MLPCN
CCCc1nc(SCC(=O)NC2CCCC2)c2ccccc2n1	102
COc1ccc(C)cc1-n1nnnc1SCc1nc2ccccc2s1	99
CCCCCCCC1c2c(c(C)c(C)oc2=O)Oc2c(C)c(C)oc(=O)c21	96
COc1cc(OC)cc(C(=O)N[C@H](C(=O)NNC(=O)c2ccc(Br)cc2)C(C)C)c1	93

The listing picks up with the 2 entries that preceded the break.
SMILES	RPL19A TOR yeast	AHR act	CIT2 TOR yeast	Efflux pump mplx	LAP4 TOR yeast	Yeast superoxide	AGP1-GFP MLPCN	MEP2-GFP yeast
Cc1cc(C)n2nc3nc(N4CCCC4)nc(-c4ccccc4)c3c2n1	99	32	90	0.2	110	88	91	103
CC1=C(C(=O)OC2CCCCC2)C(c2ccccc2)NC(=O)N1 (configuration not stated)	100	-3	103	0.0	92	106	98	105
COc1ccc(Sc2nnc(Cc3ccccc3)c3ccccc23)cc1	99	-6	97	0.1	98	99	98	101
COc1cc(C)ccc1OCc1cc(C(=O)NCCN2CCOCC2)no1	103	8	97	0.1	104	93	102	105
COc1ccccc1C(c1nnnn1CC1CCCO1)N1CCN(c2ccccc2)CC1 (configuration not stated)	93	0	92	0.0	96	110	100	101
Cc1ccc(NC(=S)NN2CCOCC2)c(C)c1	101	-2	97	0.2	109	100	100	97
CCOc1ccccc1OCCOc1ccccc1OC(C)C	99	20	92	-0.1	107	102	98	100
FC(F)(F)c1cccc(N2CCN(c3ccc4nnc(-c5ccccc5)n4n3)CC2)c1	104	-1	100	-0.5	106	94	103	102
CCN1CCN(C(=S)Nc2cccc([N+](=O)[O-])c2)CC1	103	2	99	0.0	99	124	111	110
O=C(NN1C(=O)c2ccccc2NC1c1cccnc1)c1ccc([N+](=O)[O-])cc1 (configuration not stated)	100	1	101	-0.1	97	114	104	104
Cc1ccc(C)c(OCC(=O)NCCN(C)C)c1	94	4	97	0.0	100	98	99	94
CCCCC(=O)Nc1nnc(C)s1	93	1	105	0.1	98	98	99	108
N#Cc1ccccc1OCC(=O)OCC(=O)NC1CCS(=O)(=O)C1 (configuration not stated)	103	3	97	-0.2	100	113	100	101
O=C(Cc1ccc(S(=O)(=O)N2CCOCC2)s1)Nc1cc(C(F)(F)F)ccc1N1CCCC1	91	13	83	-0.1	88	107	91	93
COC(=O)c1sc(-c2ccc(Cl)cc2)cc1NC(=O)CSCC(=O)O	99	0	81	0.1	128	109	106	93
CC(C)(C)C(=O)CSc1nc2c(c(-c3cccs3)c1C#N)CCC2	103	6	99	0.5*	93	116	99	94
CCN(CC(=O)Nc1c(F)cccc1F)C(=O)C1CCN(S(=O)(=O)c2ccc(C)c(C)c2)CC1	98	0	100	0.0	110	96	107	101
CN(C)C=NC(=O)c1cc(C(=O)c2ccc(Cl)cc2)c[nH]1	100	5	95	-0.1	96	93	105	101
COc1ccc(OCC(O)CN(C)C(=O)C(C)Oc2ccccc2)cc1 (configuration not stated)	98	0	99	0.1	91	99	99	98
O=[N+]([O-])c1c(NCCO)cc(N2CCC3(CC2)OCCO3)c2nonc12	105	1	100	-0.1	101	109	99	107
